Compound activity deposited in PubChem by National Center for Advancing Translational Sciences (NCATS).
DT40 TDP1 CPT: DT40-hTDP1 cell growth loss with CPT; chicken DT40 Tdp1-/-;hTDP1 cells + 20 nM CPT, ATP luminescence, 48 h; Potency, µM (series often up to 46.2 µM), for inactives: top-dose activity change, negative = growth inhibition, most hits filed as inhibitors; 420,000 tested, 12% active; AID 686979; further: nearly all actives have a fitted effect of over 55% in size
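Chicken DT40 Tdp1-/- cells stably complemented with human TDP1 were seeded at 400 cells/well in medium containing 20 nM camptothecin, exposed to pin-transferred compounds, and grown at 37 °C for at least 48 hr. Viability was read as ATP luminescence.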
TDP1 inh: inhibitors of human tyrosyl-DNA phosphodiesterase TDP1. AID 485290. 350,000 tested, 0.28% active. recombinant TDP1, AlphaScreen DNA substrate cleavage. Potency, µM (highest dose often 130 µM), for the others: at the top dose activity change, negative = inhibition, hits mostly inhibitors; further: nearly all actives have a fitted effect of over 40% in size
Target sequence (Q9NUW8 whole entry, looked up): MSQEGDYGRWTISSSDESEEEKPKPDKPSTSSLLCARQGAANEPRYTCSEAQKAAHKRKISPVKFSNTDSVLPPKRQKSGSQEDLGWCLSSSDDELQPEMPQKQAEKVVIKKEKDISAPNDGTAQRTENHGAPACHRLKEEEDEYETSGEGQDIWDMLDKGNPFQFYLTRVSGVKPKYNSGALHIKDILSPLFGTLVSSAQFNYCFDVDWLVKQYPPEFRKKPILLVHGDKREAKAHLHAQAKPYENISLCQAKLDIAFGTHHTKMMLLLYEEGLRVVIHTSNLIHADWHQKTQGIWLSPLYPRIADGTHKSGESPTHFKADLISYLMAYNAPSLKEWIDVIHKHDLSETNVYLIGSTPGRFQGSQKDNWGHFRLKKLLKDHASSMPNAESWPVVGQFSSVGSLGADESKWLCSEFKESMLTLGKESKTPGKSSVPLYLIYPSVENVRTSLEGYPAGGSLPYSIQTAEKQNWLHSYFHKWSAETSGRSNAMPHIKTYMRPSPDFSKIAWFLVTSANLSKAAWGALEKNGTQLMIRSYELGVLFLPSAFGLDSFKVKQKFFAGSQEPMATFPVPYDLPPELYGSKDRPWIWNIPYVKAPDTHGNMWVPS
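AlphaScreen read-out: signal falls as enzyme removes the 3' tyrosine-FITC from a 5'-biotinylated DNA oligo (15 nM, 5 min, RT). Enzyme was E. coli-made recombinant Tdp1 at 1 nM, exposed to compound for 15 min beforehand; beads 10 ug/ml, 10 min.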
DT40 TDP1 no CPT: qHTS for Inhibitors of human tyrosyl-DNA phosphodiesterase 1 (TDP1): qHTS in cells in absence of CPT; Potency, µM (series often up to 46.2 µM), for inactives: top-dose activity change, negative = growth inhibition, actives largely listed as inhibitors; 420,000 tested, 15% active; DT40 Tdp1-/- hTDP1 cells, no CPT, ATP luminescence, 48 h; AID 686978, 2013; further: nearly all actives have a fitted effect of over 55% in size
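A cellular qHTS used chicken DT40 cells lacking endogenous Tdp1 but carrying stably transfected human TDP1. Compounds were applied without camptothecin, and cell growth kinetics were judged by ATP-dependent luminescence after ≥48 hr.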
* hit, by the source's call; ? = inconclusive; . = not tested or not shown; [ ] = remark or other dose. The call rests on the fitted dose curve; in most records, active means well fitted curve in the direction sought with a large enough effect; inconclusive means small, poorly fitted or top-dose-only effect, or another doubt; inactive means no such curve, though single readings can be large; an effect the other way counts as inactive or inconclusive. On the % scale 0 is the no-effect control and ±100 the full control effect; potency means the concentration at half of the fitted maximal effect.

mol,DT40 TDP1 CPT,TDP1 inh,DT40 TDP1 no CPT
Cc1ccc(N(C(=O)COc2ccccc2C)S(=O)(=O)c2ccc(Cl)cc2)cc1,?,3%[2.28 µM],?
COc1cc(OC)c(C(=O)NNC(=S)NC2CCCCC2)cc1OC,5%,7%,?
CCCC(=O)Nc1ccc(-c2nc3cc(C)c(C)cc3o2)c(O)c1,-22%,-4%,-30%
Cc1cc(N/N=C\c2ccc(Br)cc2)nc(-n2nc(C)cc2C)n1,1.6µM*,.,2.9µM*
COc1cccc(N2C(=O)Nc3ccc(Br)cc3C2(O)C(=O)NCCCN(C)C)c1 (configuration not stated),20%,.,21%
NC(N)=Nc1nc(-c2ccccc2)c2cc(Cl)ccc2n1,16µM*,.,16µM*
COc1cccc(C(=O)CC2(O)C(=O)Nc3ccc(Cl)cc32)c1 (configuration not stated),?,.,?
OCC1(CC2CCCCO2)CCN(Cc2ccccc2-c2ccco2)CC1 (configuration not stated),19%,.,-19%

(listing goes on)
mol,DT40 TDP1 CPT,TDP1 inh,DT40 TDP1 no CPT
Cc1ccc(S(=O)(=O)NCc2csc(-c3cccs3)n2)cc1,-16%,.,-21%
CCn1cnc2c(=O)oc3ccc(S(=O)(=O)N4CCN(c5cc(C)ccc5C)CC4)cc3c21,4%,8%,-21%
O[C@@H]1C[C@H](c2ccccc2)N(CC2CCCCC2)C[C@H]1n1cc(C2CC2)nn1,-4%,.,?
CCCc1c(C(=O)N/N=C/c2ccc3c(c2)OCO3)nnn1-c1nonc1N,-11%,.,-5%
CCC(c1nnnn1CCc1ccccc1)N(Cc1ccco1)Cc1cc2cc(C)cc(C)c2[nH]c1=O (configuration not stated),18µM*,5%,23µM*
CC(=O)Nc1ccc(S(=O)(=O)N2CCC(C(=O)O)(c3ccccc3)CC2)cc1,33%[activator],.,-5%
COc1ccc(C2CC(=O)c3cnc(NC(=O)c4ccccc4)nc3C2)cc1OC (configuration not stated),-26%,-5%,-19%
COc1ccc(N2CCN(CCNC(=O)c3ccc4c(c3)[nH]c(=S)n3c5ccccc5nc43)CC2)cc1,4.6µM*,4%,2.1µM*

Part of the list above, as labelled records.
Cc1ccc(S(=O)(=O)NCc2csc(-c3cccs3)n2)cc1
  DT40 TDP1 CPT: -16%
  TDP1 inh: .
  DT40 TDP1 no CPT: -21%
CCn1cnc2c(=O)oc3ccc(S(=O)(=O)N4CCN(c5cc(C)ccc5C)CC4)cc3c21
  DT40 TDP1 CPT: 4%
  TDP1 inh: 8%
  DT40 TDP1 no CPT: -21%
OCC1(CC2CCCCO2)CCN(Cc2ccccc2-c2ccco2)CC1 (configuration not stated)
  DT40 TDP1 CPT: 19%
  TDP1 inh: .
  DT40 TDP1 no CPT: -19%
Cc1cc(N/N=C\c2ccc(Br)cc2)nc(-n2nc(C)cc2C)n1
  DT40 TDP1 CPT: 1.6µM*
  TDP1 inh: .
  DT40 TDP1 no CPT: 2.9µM*

The listing continues.
mol,DT40 TDP1 CPT,TDP1 inh,DT40 TDP1 no CPT
Cc1ccc(S(=O)(=O)N(C)C[C@@H]2Oc3ccc(NC(=O)Cn4cnnn4)cc3C(=O)N([C@@H](C)CO)C[C@H]2C)cc1,12%,1%,10%
Cc1cc(C)cc(S(=O)(=O)c2cn(C)c3cc(N4CCCC4)c(F)cc3c2=O)c1,-3%,4%,5%
COc1ccc(/C=C\C(=O)NCC(=O)N/N=C/c2cccc(OC)c2O)cc1,5.8µM*,0%,2.6µM*
O=C(Nc1ccccc1Cl)c1cnccn1,6%,0%,5%
CCOC(=O)N1CCN(C(=O)C2CCCN(S(=O)(=O)c3ccc(F)cc3)C2)CC1 (configuration not stated),?,5%,-21%
Cc1ccnc(NS(=O)(=O)c2ccc(NS(=O)(=O)c3ccc([N+](=O)[O-])cc3)cc2)n1,-6%,.,-20%
Cc1[nH]c2ccccc2c1C(=O)COC(=O)Cn1cnc2ccccc21,1%,0%,-9%
Cc1ccc(NC(=S)NCCCN2CCOCC2)cc1C,0%,.,-26%

Further records follow:
mol,DT40 TDP1 CPT,TDP1 inh,DT40 TDP1 no CPT
CCCCc1c(C)nc2ccccc2c1SCCC#N,?,-1%,?
CC(O)(c1ccc(F)c(F)c1)c1nc(-c2cccc3cccnc23)cs1 (configuration not stated),?,.,-21%
CC(=O)c1c2c3c(c(Br)ccc3n(C)c1=O)C(=O)c1ccccc1-2,?,7%,23µM*
CCCc1cc(C(=O)Nc2cc(C)nn2-c2ccccc2)no1,2%,4%,-4%
N#Cc1ccc(OCC(=O)N2CCN(c3ccc(C(F)(F)F)cn3)CC2)cc1,-17%,0%,-9%
Cc1ccc(SCCNC(=O)/C=C/c2ccc([N+](=O)[O-])cc2)cc1,-11%,6%,?
COc1ccc2[nH]cc(CCNC(=O)CS(=O)(=O)Cc3ccccc3)c2c1,-1%,9%,-2%
CCOc1ccc(S(=O)(=O)N(CC(=O)NCCSCc2ccc(C)cc2)c2ccccc2)cc1,-8%,.,-14%

Continuation.
mol,DT40 TDP1 CPT,TDP1 inh,DT40 TDP1 no CPT
C=CCn1c(=O)c2c(nc3n2CCN3c2cccc(Cl)c2C)n(C)c1=O,-27%,2%,?
Cc1ccc(S(=O)(=O)N2CCN(c3nn(C)c(=O)n(C)c3=O)CC2)cc1C,7.3µM*,1%,?
COc1ccc(NC(=O)c2c(C(F)(F)F)nn(C)c2SCc2ccccc2)cc1,?,1%,?
Cc1[nH]c2ccccc2c1/C=N/NC(=O)C1CC1(c1ccccc1)c1ccccc1 (configuration not stated),?,10%,?
O=C(COC(=O)CCc1nc2ccccc2c(=O)[nH]1)Nc1ccc(N2CCOCC2)cc1,-15%,6%,-21%
O=C(NCc1ccco1)N1c2ccccc2Sc2ccccc21,?,-4%,?
COC(=O)C1=C(C)NC(C)=C(C(=O)OC)C1c1ccccn1,-15%,0%,-6%
N#Cc1c(-c2ccccc2)nc(SCC(=O)Nc2ccccc2F)[nH]c1=O,6%,5%,-4%

(list continues)
mol,DT40 TDP1 CPT,TDP1 inh,DT40 TDP1 no CPT
O=C1NC(CCc2ccccc2)C(=O)N1CCOc1ccccc1 (configuration not stated),-15%,-3%,0%
COCCCN(C(=O)c1ccco1)c1nc(-c2ccc(OC)cc2)cs1,16µM*,4%,21µM*
Cc1ccc(S(=O)(=O)N2CCC[C@H]2C(=O)OCC(=O)N2c3ccccc3NC(=O)C2(C)C)cc1,?,.,?
CCOC(=O)c1ccc(NC(=O)CSc2nnc(CNc3ccc(C)cc3)n2C)cc1,-28%,-5%,-10%
CC1(C)CC(=O)C2=C(C1)OC(c1cccs1)C(C#N)=C2N (configuration not stated),-4%,5%,-8%
CC(C)c1nc2c(c(=O)n(C)c(=O)n2C)n1C,4%,.,7%
CC(=O)Nc1ccc(S(=O)(=O)N2CCC(NC(=O)C(Cc3cccc(F)c3)NC(C)=O)CC2)cc1 (configuration not stated),-28%,.,8%
CNC(=O)C1CCC(=O)N1Cc1ccccc1Cl (configuration not stated),-3%,-2%,-2%

(continued)
mol,DT40 TDP1 CPT,TDP1 inh,DT40 TDP1 no CPT
CCOc1ccc(NC(=O)C(=O)NCc2ccncc2)cc1,12%,1%,-5%
CCOc1ccc(C(=O)OC(C)CN2CCN(C)CC2)cc1 (configuration not stated),2%,.,-8%
CCN(CC)C(=O)CSc1nnc(CCN)o1,-6%,4%,-8%
CN(C)CCCNS(=O)(=O)c1ccc(N2CCN(Cc3ccc4c(c3)OCO4)CC2)c([N+](=O)[O-])c1,23µM*,0%[0.0935 µM],21µM*
CCOC(=O)C1CCN(S(=O)(=O)c2ccc3c4c2CC(=O)N4CC(C)S3)CC1 (configuration not stated),21µM*,.,?
CC(C)C(NC(=O)OCc1ccccc1)C(=O)NC1CCCCC1 (configuration not stated),8%,0%,6%
CCOc1nnc(C)c2c(C)n(-c3ccc(Cl)cc3)nc12,?,0%,-24%
CCOc1ccc(S(=O)(=O)N2CCC(C(=O)NCc3ccco3)CC2)cc1C,-15%,4%,?

(more compounds)
mol,DT40 TDP1 CPT,TDP1 inh,DT40 TDP1 no CPT
COc1ccc2oc(=O)c(C(=O)N3CCN(C(=O)c4ccccc4)CC3)cc2c1,-23%,.,-5%
Cc1ccc(/C=C(\C#N)C(=O)N2CCCC2)c(C)c1,-10%,3%,?
CC(=O)Nc1ccc(-c2ccnc3c2CC(C(=O)Nc2ccc4c(c2)OCO4)O3)cc1 (configuration not stated),6.5µM*,.,8.2µM*
Cc1ccc(Cn2c(=O)n(Cc3ccccc3Cl)c(=O)c3cccnc32)cc1,-11%,0%,?
COc1ccc(Cc2nc(-c3ccc(-n4cccc4)cc3)no2)cc1,-3%,0%,-22%
Cc1ccc(N/C=C/C(=O)C(C)(C)C)c(O)c1,-26%,11%,-18%
CNC(=O)C1(C)CCN1C(=O)Cc1ccc(C(C)C)cc1 (configuration not stated),-1%,.,-18%
COc1ccc(Cl)cc1-c1cc(C(=O)NC2CCCCC2)[nH]n1,?,.,?

The list goes on:
mol,DT40 TDP1 CPT,TDP1 inh,DT40 TDP1 no CPT
CSCCCNC(=O)c1ccc(OC2CCN(C(=O)c3cccnc3)CC2)cc1,2%,.,0%
CC(C)(C)NS(=O)(=O)c1ccc(CCC(=O)O)cc1,-17%,7%,-17%
CC(Oc1ccc(C(C)(C)C)cc1)C(=O)NCC(c1ccco1)N1CCCC1 (configuration not stated),23µM*,2%[56.1 µM],21µM*
COc1cccc(N(C(=O)c2sc(C)nc2C)C(C(=O)NCC2CCCO2)c2ccccc2)c1 (configuration not stated),11%,4%,-29%
CCn1c(SCc2ccc(C(=O)O)cc2)nnc1-c1ccc(Cl)cc1,3%,.,4%
CCc1ccc(NC(=O)CC2C(=O)N(c3cccc(OC)c3)C(=O)N2C2CCCC2)cc1 (configuration not stated),16µM*,3%,?
O=C(CSc1nnnn1C1CCCCC1)NNC(=O)c1ccco1,-4%,-2%,14%
O=S(=O)(Nc1cc(Sc2ncn[nH]2)c(O)c2ccccc12)c1ccccc1,1.2µM*,11%,2.1µM*

(continued)
mol,DT40 TDP1 CPT,TDP1 inh,DT40 TDP1 no CPT
CCC(C)C(NC(=O)C1CCC(C)CC1)C(=O)NCc1ccco1 (configuration not stated),1%,.,-30%
CCOC(=O)C1=CCC(c2cc3ccccc3[nH]2)NC1 (configuration not stated),?,.,?
CSc1ccccc1NC(=O)C1CCCN(S(C)(=O)=O)C1 (configuration not stated),6%,.,7%
COc1ccc(NS(=O)(=O)c2ccc(C(=O)N3CCN(c4ccc(F)cc4)CC3)cc2)cc1,10µM*,3%,4.6µM*
CN(C)/C=C1/C=C(c2ccccc2)OC1=O,?,0%,?
COc1cccc(N2CCN(C(=O)Cn3c(=O)oc4ccccc43)CC2)c1,4%,.,-4%
NC(=O)C1CCN(CC(=O)Nc2ccc3c(c2)OCCO3)CC1,-8%,0%,-8%
CCCCc1nc2cc(C(=O)NCc3cc(C)n(C)n3)ccc2o1,4%,12%,-9%

Next section:
mol,DT40 TDP1 CPT,TDP1 inh,DT40 TDP1 no CPT
COc1cccc2[nH]c3c(N4CCC(C(N)=O)CC4)ncnc3c12,-6%,2%,-10%
Cc1cc(=O)[nH]c(SCC(=O)Nc2nc(-c3ccccc3)cs2)n1,-14%,2%,-7%
CCC(Oc1ccccc1)C(=O)Nc1nnc(S(=O)(=O)N2CCCCC2)s1 (configuration not stated),-16%,4%,?
CCOc1cc(C)c(-c2onc(C(F)(F)F)c2-c2csc(C)n2)c(O)c1,?,4%,?
COCCN1Cc2cccc(C(=O)Nc3cccc(OC)c3)c2C1=O,-3%,4%,-10%
O=C(CNCCN1CCOCC1)Nc1ccccc1Sc1ccccc1,-28%,0%,-15%
O=C(OC1Cn2c(=O)ccc(=O)n2C1)c1ccc([N+](=O)[O-])cc1,-7%,0%,-30%
Cc1ccccc1S(=O)(=O)Nc1nc2ccccc2nc1NCCO,-2%,5%,1%

The list continues:
mol,DT40 TDP1 CPT,TDP1 inh,DT40 TDP1 no CPT
CC(C)NC(=O)COC(=O)c1cc(F)c(F)cc1Cl,4%,2%,-2%
O=S(=O)(c1cc(Cl)ccc1Br)N1CCOCC1,-6%,5%,-12%
CC(C)(C)C(=O)Nc1ccc(C(=O)COC(=O)C2=COCCO2)cc1,0%,0%,8%
CC(C)c1ccc(NC(=O)COc2ccccn2)cc1,-1%,0%,1%
CCCc1nc2ccccc2c(=O)n1NC(=O)c1c(O)c2ccccc2n(C)c1=O,?,-3%,?
